sdo1 growth = sdo1-depleted yeast growth rescue; S. cerevisiae sdo1-depleted JHY4D growth rescue, OD600 30 h; hits give high values; pdr5 snq2 efflux-pump mutant strain; z-score at 10 µM; 140,000 tested, 0.21% active;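 active = z-score above 3 at both the 24 hr and the 30 hr optical density reads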;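 also: z-score against mean and SD of all compound wells on the same plate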
Insulin prom inh = TRM-6 insulin promoter activity inhibition; inhibition, % at 2 µM; TRM-6 cells (human fetal islet line), insulin promoter-eGFP reporter, imaging; reporter expression induced with tamoxifen; AID 1273; 130,000 tested, 0.9% active;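 active = inhibition above the mean plus 3 SD, with well images judged a real hit on visual review, cut at about 60% in these data, passing the limit was not always enough; inconclusive = inhibition over the cutoff but images rejected on review; inactive = inhibition not above the cutoff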
sdo1 growth Rescue 24 h = recorded beside sdo1 growth, whose call it bears; z-score; S. cerevisiae sdo1-depleted JHY4D growth rescue, OD600; measured here: growth rescue at 24 h;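 0 is the plate mean of compound wells and units are plate SD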
The depositor's hits bear a star; ? = inconclusive; / = no result given; [ ] = dose if it differs, or a comment.

SMILES	sdo1 growth	sdo1 growth Rescue 24 h	Insulin prom inh
COc1ccc(C=Nc2cccc3c(=O)[nH][nH]c(=O)c23)c2ccccc12	-1.6	-0.42	-3
Cc1nnc(SCC(=O)Nc2cccc(C(F)(F)F)c2)n1Cc1ccco1	0.36	0.42	/
Cc1ccccc1C(=O)NNC(=O)/C=C/c1ccccc1	/	/	6
COc1ccc(C(=O)NNC(=O)CN2CCC(n3nnc4cc(C)ccc43)CC2)cc1	0.87	0.32	27
COc1ccc(/C=N/OC/C(O)=C(\C#N)c2nc3ccccc3[nH]2)cc1OC	-1.6	-1.1	/
CC(C)OC(=O)C1C(=O)CC(C)(O)C(C(=O)OC(C)C)C1c1cccnc1 (stereo not drawn)	0.74	0.67	-14
COc1ccc(Cl)cc1NC(=O)COC(=O)c1cc(NS(=O)(=O)c2cccs2)ccc1O	-0.57	-0.46	/
CCc1ccc(-c2nn(-c3ccccc3)cc2CSC(=N)N)cc1	-2.2	-1.7	3
CCOc1ccc(N(CC(=O)N2CCCC2)S(=O)(=O)c2c(C)noc2C)cc1	0.61	0.39	/
COc1ccc(C(C)=O)cc1CN1CCCCC1	-0.14	-0.15	46
CN(C)CCCNc1cn[nH]c(=O)c1Cl	-0.22	-0.9	-9
O=C(N/N=C/c1ccco1)c1cc(-c2ccccc2)n[nH]1	0.53	0.6	-23
CSc1cccc(NCc2ccc([N+](=O)[O-])cc2)c1	/	/	39
O=C(N/C(=C\c1ccc([N+](=O)[O-])cc1)C(=O)N1CCCCC1)c1ccccc1	/	/	-23
Cc1nc(N2CCCCC2)c2sc(=S)n(C)c2n1	-0.68	-0.17	/
Cc1c(N=C/C=C2\N(C)c3ccccc3C2(C)C)c(=O)n(-c2ccccc2)n1C	0.79	0.43	/
CCOC(=O)c1cc(-c2ccccc2)sc1NC(=O)C(C)Sc1nnnn1C (stereo not drawn)	-2.8	-1.3	-9
COc1ccc(/C=C(\NC(=O)/C=C/c2ccco2)C(=O)NCCc2nc3ccccc3[nH]2)cc1	0.91	0.23	-37
CCOC(=O)N1CCN(C(=O)c2ccc(CS(=O)(=O)c3ccc(OC)cc3)o2)CC1	1.1	1.7	14
C#CCn1cc(/C=N/NC(=O)c2cc3ccccc3o2)c2ccccc21	-0.82	-1.2	20
CCN(C(=O)CSc1ncn[nH]1)c1cccc2ccccc12	-0.42	-1.5	/
N#CC1=C(SCc2ccccc2)NC(=O)C(C#N)C12CCCC2 (stereo not drawn)	0.03	0.02	-211
CC(=O)CCc1oc2ccc([N+](=O)[O-])cc2c1-c1ccc(C)o1	/	/	-17
CN1CCN(C2CC(=O)N(Cc3ccc(N4CCCC4=O)cc3)C2=O)CC1 (stereo not drawn)	2.1	1.8	-11
CN(C)c1nc(SCc2ccccc2Cl)nc2c1CCCC2	-2.1	-0.33	-7

Other records
SMILES	sdo1 growth	sdo1 growth Rescue 24 h	Insulin prom inh
O=C(COC(=O)CCC1CCCC1)NCc1ccc(Cl)cc1	/	/	36
CN(C)c1ccc(N=Cc2nc(-c3ccccc3)oc2OC(=O)c2cccc(Cl)c2)cc1	-0.21	0.89	22
COc1ccc(C(=O)N2CCN(c3ccc([N+](=O)[O-])c(NCCc4ccc(OC)c(OC)c4)c3)CC2)cc1	0.04	0.21	45
Cc1ccc2nc(SCC(=O)NCC3CCCO3)c(C#N)cc2c1 (stereo not drawn)	-0.67	-0.52	/
COC(=O)c1cc(OC)c(OC)cc1NC(=O)CN1CCCCC1	-0.37	-0.98	5
Cn1c(=O)c2c(ncn2CC(=O)N/N=C/C=C/c2ccccc2)n(C)c1=O	1.2	0.44	/
O=C(Cc1ccc(F)cc1)N(c1ccc(F)cc1)C1C=CS(=O)(=O)C1 (stereo not drawn)	0.64	0.6	/
N#Cc1c(N)nc2c(c1-c1cccc(O)c1)CCCCCC2	-0.37	-0.46	/
Cc1ccc2nsnc2c1S(=O)(=O)N(Cc1cc2cccc(C)c2[nH]c1=O)CC1CCCO1 (stereo not drawn)	-0.41	-0.91	72
COc1ccc(S(=O)(=O)N[C@@H](C)C(=O)OCC(=O)Nc2cc3oc4ccccc4c3cc2OC)cc1	-1.2	0.11	2
CN(C)S(=O)(=O)c1cc(C(=O)NCCCn2ccc3ccccc32)ccc1Cl	-1.4	-1.7	/
COc1cc(C2C(C#N)=C(N)Oc3c2ccc2ccccc32)ccc1OCC(=O)Nc1cccc(C)c1 (stereo not drawn)	1.1	2.4	21
CCCCNC(=O)CC1SC(=NCC)N(CC)C1=O (stereo not drawn)	0.78	0.18	20
O=P(Cc1cccc[n+]1[O-])(c1ccccc1)c1ccccc1	1.5	1.1	36
CCC(C)n1[nH]c(=O)cc1N (stereo not drawn)	0.8	0.82	42
O=C(NCCc1ccccc1)c1cccc([N+](=O)[O-])c1	0.35	-0.02	-43
CCOC(=O)C(=O)Nc1ccccc1C(=O)Nc1ccc(OC)cc1	0.01	-0.24	15
COCCn1c(SCC(=O)NCc2cccs2)nnc1-c1ccc(OC)cc1	0.23	-0.77	-19
CN(CC(=O)Nc1ccccc1Cl)C(=O)CSc1nc2ccccc2s1	0.05	0.03	/
CCOc1ccc(NC(=O)CCSc2ccc(C)cc2)cc1	0.58	0.83	0
Cc1ccc(Nc2c(-c3ccc(C)o3)nc3cnccn23)cc1	-1.7	-1.6	/
CC(C)(C(N)=O)N1CCN(c2ncc(C(F)(F)F)cc2Cl)CC1	-0.31	-0.26	3
COc1ccc(Cl)cc1NC(=S)N(CCCN1CCOCC1)Cc1cn(C)c2ccccc12	-1.4	-0.98	-13
NNC(=O)c1cc2ccccc2cc1O	1.2	1.2	49
COc1ccc(N2CCN(C(=O)CSc3ncnc4c3cnn4-c3ccccc3C)CC2)cc1	-0.65	1.5	?

More records follow:
SMILES	sdo1 growth	sdo1 growth Rescue 24 h	Insulin prom inh
O=C(Nc1nc2ccc(F)cc2s1)c1cccc(S(=O)(=O)N2CCc3ccccc32)c1	-1.1	-0.53	3
NC(=S)N=Nc1c(O)n(Cc2ccccc2)c2ccccc12	-0.54	-0.6	/
Cc1ccc(-n2nnnc2Sc2nc([N+](=O)[O-])nn2C)cc1C	-0.01	-0.73	-16
NS(=O)(=O)c1ccc(NC(=O)CN2CCCCC2)cc1	-0.01	-0.09	/
N=c1c2c(-c3ccccc3)c(-c3ccccc3)n(Cc3ccccc3)c2ncn1CCCn1ccnc1	-1.9	-0.9	/
Cc1nc(NC(=O)/C=C/c2ccc(Cl)cc2Cl)sc1C(=O)N(C)C	-0.32	0.64	-50
CCOC(=O)CC(NC(=O)Cn1nnc(-c2ccccc2Cl)n1)c1ccc(OC)cc1 (stereo not drawn)	/	/	31
Cc1nn(-c2ccc(F)cc2)c2sc(C(=O)O)cc12	0.73	0.58	-38
CCN(CC(=O)Nc1ccc(NC(C)=O)cc1)C(=O)/C=C/c1cccs1	1.7	2	/
CC(C)(C)c1[nH]nc2c1C(c1cccnc1)C(C#N)=C(N)O2 (stereo not drawn)	0.6	-0.43	/
COc1ccccc1NS(=O)(=O)c1cc(N2Cc3ccccc3C2=N)ccc1N1CCOCC1	/	/	13
COc1ccc(N2CCN(c3oc(-c4ccco4)nc3C#N)CC2)cc1	-0.68	-0.87	57
O=C(CN1CCCCC1)Nc1cccc(Br)c1	1.1	0.97	-59
COc1cc(OC)cc(C(=O)NCc2ccc3c(c2)cc(C)n3C)c1	/	/	-28
C=C(CC)C(=O)c1ccc(OCC(=O)O)c(Cl)c1Cl	-1.3	-1.4	50
COC(=O)CC1C(=O)NCCN1C(=S)NC(=O)C(c1ccccc1)c1ccccc1 (stereo not drawn)	0.34	-0.34	/
O=C(CCCC(=O)N1CCCc2ccccc21)N1CCCc2ccccc21	0.25	0.75	/
CN(C)CC(O)COc1ccc(-c2ccc(C#N)cc2)cc1 (stereo not drawn)	-0.01	-0.39	19
CN(CCNC(=O)CN1C(=O)CSc2ccc(S(=O)(=O)N3CCCC3)cc21)Cc1ccccc1	/	/	-79
O=C(CSc1nnc(CNc2ccc(Cl)cc2)o1)Nc1nc2c(s1)CCCC2	-1.4	-1.3	4
COc1ccccc1N(CC(=O)Nc1c(C)cccc1C)S(C)(=O)=O	0.84	1.1	-64
CCOC(=O)C1(Cc2ccccc2)CCN(Cc2cccn2-c2nccs2)CC1	/	/	-70
Cc1sc2ncnc(NC3CCN(Cc4ccccc4)CC3)c2c1C	/	/	-12
O=C(OCc1cc2ccccc2[nH]c1=O)c1ccccc1	0.14	-0.03	9
Cc1ccc(NNS(=O)(=O)c2ccc(C)cc2)cc1	0.22	-0.34	26

Later entries
SMILES	sdo1 growth	sdo1 growth Rescue 24 h	Insulin prom inh
Cc1ccc(NC(=O)CN(C)C(=O)c2ccc(S(=O)(=O)N(C)c3ccccc3)cc2)cc1	/	/	14
CCCC(=O)Nc1nc2ccc(OC)cc2s1	-0.81	-1.5	57
Cc1ccc(C(=O)c2cc([N+](=O)[O-])ccc2N2CC(C)OC(C)C2)cc1 (stereo not drawn)	-0.12	-0.21	/
O=C(CCSc1ccccc1)NCCSCc1ccccc1	-0.07	-0.64	/
CC(C)C1Oc2ccccc2N(CC(=O)NCCCN2C(C)CCCC2C)C1=O (stereo not drawn)	0.12	0.11	/
CC(C)(C)c1ccc(CN2C3=NCCCN3c3ccccc32)cc1	0.72	0.17	-62
COc1ccc(N2CCN(C(=O)Nc3ccccc3C)CC2)cc1	/	/	11
CCOC(=O)c1cc2c(=O)n3ccccc3nc2n(CC(C)C)c1=NC(=O)c1ccco1	-1.1	-0.75	3
CC(=O)Nc1ccc(OC(=O)c2cc3ccccc3oc2=O)cc1	0.57	-0.39	-11
CC1CCc2cc(F)ccc2N1C(=O)CSc1nnc(-c2cccs2)n1C (stereo not drawn)	2.7	2.2	/
C/C(=N\N=C(/N)SC1CC(=O)N(c2cccc(Cl)c2)C1=O)c1cccs1 (stereo not drawn)	0.5	-0.13	/
O=C(O)c1cc(N/N=C2/CC(c3ccccc3)Oc3ccccc32)ccc1Cl (stereo not drawn)	0.35	0.2	34
O=C(CSc1nnc(-c2cccnc2)n1Cc1ccco1)NCc1ccc2c(c1)OCO2	-0.93	-1.6	-285
COc1ccc([N+](=O)[O-])cc1NC(=O)CCc1ccccc1	-0.26	-0.3	-188
CC1(C)Cc2cccc(OCC(=O)N3CCN(S(=O)(=O)c4ccc(F)cc4)CC3)c2O1	0.28	-0.42	-29
O=C(Nc1cc(C(F)(F)F)ccc1-n1cnc2ccccc21)c1ccccc1	-0.03	-0.6	-32
Nc1nnc(SCCOc2ccc(Br)cc2)s1	1.6	-1	/
CCOc1ccc(-c2nnc(-c3ccccc3)n2-c2ccccc2)cc1	-1.5	-0.87	-5
CCCN(CCC)C(=O)CSc1nc2c(sc(=S)n2-c2ccc(OCC)cc2)c(=O)[nH]1	/	/	-50
CSc1nc(Oc2ccc(F)cc2F)cc(C(F)(F)F)n1	0.1	-0.19	-27
Cc1ccc(C(=O)C(C)OC(=O)C2CC(=O)N(C3CCCCC3)C2)cc1 (stereo not drawn)	0.09	-0.26	43
Clc1ccc(CSc2snnc2-c2ccccc2)c(Cl)c1	0.12	-0.21	-48
CCCOc1ccc(C(=O)c2nc3c(n2O)CCCC3)cc1	0.01	-0.04	-82
Brc1cccc(-c2nnc3n2CCC3)c1	0.71	0.14	-13
COc1cc(C)c(NC(=S)Nc2cccc(Cl)c2)cc1OC	-0.06	-0.79	-12

Structural class: the entries above with a tert-butyl group
SMILES	sdo1 growth	sdo1 growth Rescue 24 h	Insulin prom inh
CC(C)(C)c1[nH]nc2c1C(c1cccnc1)C(C#N)=C(N)O2 (stereo not drawn)	0.6	-0.43	/
CC(C)(C)c1ccc(CN2C3=NCCCN3c3ccccc32)cc1	0.72	0.17	-62

(more compounds)
SMILES	sdo1 growth	sdo1 growth Rescue 24 h	Insulin prom inh
CC(=O)N1CCN(Cc2nc3cc(NC(=O)Cn4nc(C)c5ccccc5c4=O)ccc3n2C)CC1	-0.21	-1.1	39
O=C(CN1CCc2ccccc21)NC(=O)NCc1ccco1	0	-0.3	-53
CCOC(=O)c1csc(NC(=O)CCSc2ccccc2)n1	/	/	-11
Cc1cccc(-n2c(SCC(=O)NCc3ccco3)nnc2-c2ccco2)c1	0.01[9.7 µM]	-0.23	-56
O=C(/C=C/c1ccccc1[N+](=O)[O-])N1CCN(c2ccccc2F)CC1	/	/	-43
CCn1c(=O)cc(SCC(=O)NCc2ccc(C)o2)c2ccccc21	0.52	0.87	/
O=C(NCc1ccccc1)c1cncc(Br)c1	-0.21	-0.64	-31

Two entries picked at random from the list so far, as already listed:
SMILES	sdo1 growth	sdo1 growth Rescue 24 h	Insulin prom inh
Cc1cccc(-n2c(SCC(=O)NCc3ccco3)nnc2-c2ccco2)c1	0.01[9.7 µM]	-0.23	-56
O=C(/C=C/c1ccccc1[N+](=O)[O-])N1CCN(c2ccccc2F)CC1	/	/	-43

Part of the list above, with bars between the fields.
Molecule | sdo1 growth | sdo1 growth Rescue 24 h | Insulin prom inh
CC(=O)N1CCN(Cc2nc3cc(NC(=O)Cn4nc(C)c5ccccc5c4=O)ccc3n2C)CC1 | -0.21 | -1.1 | 39
O=C(CN1CCc2ccccc21)NC(=O)NCc1ccco1 | 0 | -0.3 | -53
CCOC(=O)c1csc(NC(=O)CCSc2ccccc2)n1 | / | / | -11
Cc1cccc(-n2c(SCC(=O)NCc3ccco3)nnc2-c2ccco2)c1 | 0.01[9.7 µM] | -0.23 | -56
O=C(/C=C/c1ccccc1[N+](=O)[O-])N1CCN(c2ccccc2F)CC1 | / | / | -43
CCn1c(=O)cc(SCC(=O)NCc2ccc(C)o2)c2ccccc21 | 0.52 | 0.87 | /
